Runt-SMMHC FRET – inhibitors of human RUNX1 Runt domain binding to CBFb-SMMHC | inhibition, % at 20 µM | Q01196+Q13951 | AID 1434 | Cerulean-Runt/Venus-CBFb-SMMHC FRET ratio 530/480, 1 h | hit rate 0.74% among 220,000;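 active = mean inhibition across duplicate retests at 20 µM reaching about 50%, limit read from the data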;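 note: 0% = DMSO wells and 100% = wells with excess untagged CBFb-SMMHC; inhibitors lower the FRET ratio by blocking Runt binding to CBFb-SMMHC; some results filed as inactive read as strong as hits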
Wee1 stabilizer – inhibitors of human Wee1 degradation | P30291 | HeLa Luc-Wee1K328M stability, luciferase luminescence; 100% = proteasome inhibitor MG132 effect | reporter increase, % at 5 µM | hit rate 1.2% among 220,000 | AID 1321;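 active = activation above the mean of all tested compounds plus 3 SD, set per screening run, cut at about 8.8% in these data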;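 note: cells exposed to compound for 20 h before luminescence read; 0% = DMSO alone and 100% = MG132 at 30 µM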
thrombin 1536 – blocks human thrombin protease activity; P00734; alpha-thrombin, Boc-VPR-AMC fluorogenic substrate cleavage; inhibition, % at 5 µM; hit rate 0.26% among 220,000; AID 1046;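 active = inhibition at or above 40%; inactive = inhibition below 40%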;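 note: 0% = enzyme with no compound and 100% = wells without enzyme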
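System – human alpha-thrombin · Medium – pH 7.5 Tris (50 mM) with NaCl 150 mM, Tween 20 0.05% · Compound – single-point dosing at 5 µM, 0.2% DMSO · Incubation – enzyme reaction carried out at room temperature · Technique – fluorescence of released AMC, ex 355 nm, em 460 nm · Read-out basis – % inhibition of thrombin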
Runt-CBFb FRET – inhibitors of human RUNX1 Runt domain binding to CBFb. Q01196+Q13951. Cerulean-Runt/Venus-CBFb FRET ratio 530/480, 1 h. inhibition, % at 20 µM. hit rate 0.46% among 220,000. AID 1496;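 active = inhibition over about 50% at 20 µM in the single-dose screen, limit read from the data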;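 note: 0% = DMSO wells and 100% = excess unlabeled CBFb competitor control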
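test system = Cerulean-tagged RUNX1 Runt domain (FRET donor) fusion protein | reagent = Venus-CBFb binding partner, 100 nM | incubation = protein complex preformed 1 h, compound exposure 1 h, room temperature, dark | detection = FRET fluorescence | read-out basis = loss of energy transfer signal | controls = 5 µM unlabeled CBFb as full-inhibition high control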
KLK5 inh – inhibitors of human kallikrein 5; Q9Y337; recombinant hK5, fluorogenic AMC substrate cleavage; inhibition, % at 5 µM; hit rate 0.59% among 210,000;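 active = inhibition of 40% or more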;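 note: 0% = enzyme controls without compound and 100% = no-enzyme blanks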
Target sequence (Q9Y337 67-293 limits assumed): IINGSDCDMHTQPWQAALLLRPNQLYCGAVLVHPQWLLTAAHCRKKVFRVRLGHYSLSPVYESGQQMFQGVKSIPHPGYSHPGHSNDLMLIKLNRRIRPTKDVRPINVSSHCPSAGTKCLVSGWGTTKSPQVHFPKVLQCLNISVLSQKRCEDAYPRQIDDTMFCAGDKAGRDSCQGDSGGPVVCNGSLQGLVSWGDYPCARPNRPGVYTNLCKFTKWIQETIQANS
14-3-3 Bad inh – disrupts binding of bovine 14-3-3 zeta to phospho-Bad peptide | TR-FRET 14-3-3zeta/Dy647-pBad peptide displacement, 1 h | AID 781 | hit rate 0.71% among 220,000 | inhibition, % at 21.7 µM;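 active = inhibition above about 70%, limit read from the data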;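 note: 0% = full 14-3-3 plus peptide FRET controls and 100% = background without 14-3-3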
Target sequence (P63103 whole entry, looked up): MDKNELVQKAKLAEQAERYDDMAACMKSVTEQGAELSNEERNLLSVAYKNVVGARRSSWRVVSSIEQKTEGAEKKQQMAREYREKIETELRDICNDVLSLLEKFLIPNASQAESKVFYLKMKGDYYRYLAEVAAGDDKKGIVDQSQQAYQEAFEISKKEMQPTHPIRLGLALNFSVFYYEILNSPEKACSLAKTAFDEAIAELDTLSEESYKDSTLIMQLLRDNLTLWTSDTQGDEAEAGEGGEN
FXIIa inh – blocks human coagulation factor XIIa protease activity; hit rate 0.3% among 220,000; inhibition, % at 5 µM; P00748; purified FXIIa, Boc-QGR-AMC fluorogenic substrate, 2 h; AID 800; in the data active = inhibition above about 40%;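 note: 0% = enzyme with no compound and 100% = blank without enzyme; many of its hits are not listed in these tables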
FXIa inh 1536 – blocks human coagulation factor XIa protease activity. AID 798. purified FXIa, Boc-Glu-Ala-Arg-AMC fluorogenic substrate. hit rate 0.14% among 220,000. inhibition, % at 5 µM. P03951;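 active = inhibition of at least 40%; inactive = inhibition below 40%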;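 note: fluorescence of freed AMC excited at 355 nm; 0% = enzyme without compound and 100% = no enzyme blank; many of its hits are not listed in these tables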
Target sequence (P03951 19-387 limits assumed): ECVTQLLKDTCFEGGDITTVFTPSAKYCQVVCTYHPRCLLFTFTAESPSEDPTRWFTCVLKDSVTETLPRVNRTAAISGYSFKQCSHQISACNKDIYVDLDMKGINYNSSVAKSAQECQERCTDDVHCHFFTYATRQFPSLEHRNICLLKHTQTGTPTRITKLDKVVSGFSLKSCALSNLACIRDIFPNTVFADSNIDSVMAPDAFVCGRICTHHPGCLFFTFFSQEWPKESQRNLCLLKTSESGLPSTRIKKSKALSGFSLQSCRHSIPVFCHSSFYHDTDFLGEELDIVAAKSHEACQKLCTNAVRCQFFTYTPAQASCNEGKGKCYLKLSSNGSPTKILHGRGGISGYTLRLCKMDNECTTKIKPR
Target sequence (P03951 388-625 limits assumed): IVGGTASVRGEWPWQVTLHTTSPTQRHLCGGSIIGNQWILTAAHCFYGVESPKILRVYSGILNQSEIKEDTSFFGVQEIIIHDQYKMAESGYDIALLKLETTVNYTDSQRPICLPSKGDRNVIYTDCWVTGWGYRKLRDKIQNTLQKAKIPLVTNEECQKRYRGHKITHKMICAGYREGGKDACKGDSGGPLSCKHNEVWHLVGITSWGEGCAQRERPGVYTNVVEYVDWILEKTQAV
Hck Nef HTS – inhibitors of human Hck kinase activated by Nef; P08631; Recombinant Hck-YEEI plus Nef, Z-Lyte FRET kinase assay; inhibition, % at 20 µM; hit rate 0.68% among 220,000; AID 463187;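 active = Hck-Nef kinase inhibition above about 50%, limit read from the data; inactive = inhibition below that limit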;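 note: 0% = DMSO with Hck plus Nef and 100% = Hck alone without Nef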
* = called active by the depositor; x = not tested or not shown; [ ] = remark or other dose.

Runt-SMMHC FRET	Wee1 stabilizer	thrombin 1536	Runt-CBFb FRET	KLK5 inh	14-3-3 Bad inh	FXIIa inh	FXIa inh 1536	structure	Hck Nef HTS
6	-2	-1	-2	-5	-3	3	-9	CCCc1noc2c1/C(=N\O)CC(c1ccccc1)C2 (stereo not given)	9
-9	-4	-11	0	-2	-16	4	-3	O=C(O)CNC(=O)CCn1nnc2ccccc2c1=O	16
5	3	2	9	-301	2	8	0	COc1ccc(C(=O)NC(=S)NNC(=O)CCc2ccccc2)cc1	1
4	-1	0	1	x	3	11	3	O=C(NCc1ccncc1)Nc1cc(Cl)ccc1Cl	1
2	0	4	-2	7	-16	17	4	OC(c1ccc(Cl)cc1)c1nnc(-c2ccccc2)o1 (stereo not given)	0
2	-2	-6	3	4	20	10	2	C=CCNCCCCOc1cccc(Br)c1	19
-2	1	-8	-7	2	-7	-4	-6	CCc1nnc(NS(=O)(=O)c2ccc(NC(=S)NC(=O)/C=C/c3cccs3)cc2)s1	19
-2	0	-3	1	5	-16	8	-6	Cc1nnc(NC(=O)CSc2ccc(-c3ccccn3)nn2)s1	18
-26	6	-9	0	-20	-7	-5	-7	O=C(Cc1ccc(Cl)cc1Cl)Nc1ccc(OC(F)F)c(Cl)c1	0
0	0	-5	-1	-3	3	2	-7	CCN(CC)S(=O)(=O)c1ccc(OCC(=O)NC2CCS(=O)(=O)C2)c([N+](=O)[O-])c1 (stereo not given)	-21
-1	2	7	-1	-1	-6	6	-6	CC1=CCC2C(=O)N(c3ccc(OC(=O)c4ccco4)cc3)C(=O)C2C1 (stereo not given)	17
30	2	-5	18	-179	-11	-1	-6	COc1ccc(-c2c(C#N)c(N)nc3c2CCc2ccccc2-3)cc1OC	48
-10	0	5	8	2	-25	10	5	CCOc1cc(NC(=S)NCC(C)C)c(OCC)cc1NC(=O)c1ccco1	3
-1	-2	-3	1	-4	14[fluorescence artefact?]	17	5	Oc1ccc(Br)cc1CN1CCCCCCC1	0
5	3	2	-1	-7	12	17	9	Cc1ccc(NC(=O)CN(C)C(=O)c2ccc(C(F)(F)F)cc2)cc1	7
44	0	-6	-1	-12	-17	15	11	Nc1c(CO)nnn1-c1ccccc1	2
-7	1	1	-2	2	2	6	1	CN(C)/C=C/C(=O)c1ccccc1	25
-5	-1	3	-2	7	3	10	2	CCCCOC(=O)c1ccc(NC(=O)c2cc(Cl)ccc2OC)cc1	-1
-3	-1	1	2	-9	-10	9	-1	O=Cc1cccn1Cc1ccc(Cl)cc1Cl	0
-4	0	-7	0	-12	4	2	-13	COc1ccc(S(=O)(=O)N2CCCN(S(=O)(=O)c3ccc(OC)c(C)c3)CC2)cc1C	-9
43	-3	-5	14	0	-7	-2	-7	Cc1ccc2cc(C#N)c(NCCCNC(=O)C3CCCO3)nc2c1 (stereo not given)	21
0	-1	0	18	-1	-6	10	0	COC(=O)C1=C(Nc2ccccc2NC(=O)c2ccccc2C(=O)O)CSC1	20
-4	1	-1	4	-7	-4	5	-3	Cc1ccc(NC(=O)Nc2cccn(Cc3c(F)cccc3Cl)c2=O)cc1	-8
-4	-1	-1	0	-8	6[fluorescence artefact?]	-1	-5	C=C(C)Cn1c(CCNC(=O)CC)nc2ccccc21	1
1	-2	3	-3	6	-8	0	7	COc1ccc(-c2noc(CCCC(=O)NCCc3ccccc3)n2)cc1OC	0
-1	-2	-5	-1	21	0	17	12	CCOP(=O)(/C(C#N)=C(\C)O)c1ccccc1 (stereo not given)	10
4	-1	0	-1	-6	-3	2	-8	COCCSc1ccccc1C(=O)NCc1ccc2c(c1)OCO2	-1
-1	3	-4	-2	-8	-18	19	15	CC(=O)Nc1ccc(N=Nc2ccccc2)cc1	8
6	1	6	0	-4	10	7	2	CCN(CC)C(=O)Cn1nnc(-c2ccc(S(C)(=O)=O)cc2)n1	-14
-6	0	-1	1	-5	4	12	1	COc1ccc(N(CC(=O)NC2CCCC2)S(=O)(=O)c2c(C)[nH]c(=O)[nH]c2=O)cc1	0
4	0	-4	-2	-10	-4	6	2	Cc1ccc(-c2cnc(N)n2C)cc1C	2
0	-2	2	0	1	-6	9	1	CCOC(=O)NC(=O)COC(=O)CCCSc1nc2ccccc2s1	-31
-2	5	-4	-2	-1	-1	1	-4	CCOC(=O)c1oc2ccccc2c1NC(=O)c1cccc(OC)c1OC	0
3	-3	11	0	-24	-6	2	3	O=S(=O)(c1ccc(OCC(O)CN2CCc3ccccc3C2)cc1)N1CCOCC1 (stereo not given)	2
-6	0	-5	0	-1	15	7	0	Cc1onc(-c2ccccc2)c1C(=O)N1CCN(C/C=C/c2ccccc2)CC1	4
1	-1	2	1	23	-2	12	2	CCOC(=O)C1(Cc2ccc(OC)cc2)CCN(C(=O)Cc2cccnc2)CC1	6
2	3	4	-2	3	-7	16	5	Cc1ccc(C)c(C(C)NC(=O)C2C3CCC(O3)C2C(=O)O)c1 (stereo not given)	0
-3	3	-6	0	4	4	1	-5	CCc1ccc2[nH]cc(C(=O)OCCOC)c(=O)c2c1	-1
2	0	-1	1	-6	5	11	9	O=C(/C=C/c1ccc(Cl)cc1Cl)Nc1ccncc1	8
2	-4	-5	3	0	-4	4	0	CCOC(=O)N1CCN(C(=S)NC(=O)c2ccc(Br)cc2)CC1	-1
-1	0	-9	0	-5	2	5	-7	C/C(=N\Nc1cccc(Cl)c1)C1(C)N(O)C(C)(C)C(c2ccco2)=[N+]1[O-] (stereo not given)	2
12	-3	-2	2	-36	7	11	5	CC(C)Cn1c(N)c(S(=O)(=O)c2cccs2)c2nc3ccccc3nc21	7
1	x	-3	-1	-4	-3	3	-5	O=c1cc(-c2cccc(Cl)c2)oc2cccc(O)c12	31
-52	-4	2	0	5	5	9	4	NC(=O)c1ccc(N2CCCCC2)c(N2C(=O)CCC2=O)c1	-2
-1	0	14	-2	34	1	11	2	CCOC(=O)c1cnc2ccccc2c1NCCc1ccc(OC)c(OC)c1	0
0	-2	1	0	-4	23	1	-9	Cc1ccc(NC(=O)C2(NC(=O)c3ccccn3)CCCCC2)cc1Br	-1
0	1	-5	1	-3	10	10	0	Cc1cc(NC(=O)COC(=O)C2CCN(S(=O)(=O)c3cccc(Cl)c3Cl)CC2)no1	0
-3	6	-3	5	-1	-10	6	-1	COc1ccc(N=C2NC(=O)/C(=C/c3ccco3)S2)cc1	40
2	-1	4	1	-5	6	17	2	CCOc1ccc(NCC(=O)Nc2ccc(C)cc2C)cc1	-28
1	-3	5	2	1	-2	10	0	COc1ccc2oc(C(F)(F)C(F)F)cc(=O)c2c1	0

Single values from the entries so far:
CCOP(=O)(/C(C#N)=C(\C)O)c1ccccc1 (stereo not given) @ Runt-CBFb FRET = -1
CCN(CC)C(=O)Cn1nnc(-c2ccc(S(C)(=O)=O)cc2)n1 @ Runt-CBFb FRET = 0

Remaining list, next part.
Runt-SMMHC FRET	Wee1 stabilizer	thrombin 1536	Runt-CBFb FRET	KLK5 inh	14-3-3 Bad inh	FXIIa inh	FXIa inh 1536	structure	Hck Nef HTS
-1	2	0	-6	-15	-2	13	1	Cc1ccc(CC(=O)N2CCN(c3cccc(C(F)(F)F)c3)CC2)cc1	0
-3	0	-6	-2	-17	-10	6	4	O=C(c1ccc(COc2ccc(Br)cc2)o1)N1N=C(C(F)F)CC1(O)C(F)F (stereo not given)	2
4	-3	2	x	0	2	15	4	O=C(NCC1CCCO1)C(c1cccnc1)N(C(=O)Cc1cccs1)c1cccnc1 (stereo not given)	-1
-2	-1	-2	-3	3	-2	8	-1	O=C(Nc1ccc(N2C(=O)CCC2=O)cc1Cl)c1cccs1	18
-6	2	4	2	-11	-7	23	-3	COC(=O)c1ccc(NC(=O)c2ccccc2N(C)S(=O)(=O)c2ccccc2)cc1	27
2	2	16	-1	13	1	36	12	CC1=C(C)/C(=N\OC(=O)/C=C/c2ccccc2)C=CC1=O	-1
2	1	-7	2	-7	-9	7	-4	COCCN(C(=S)Nc1ccc(OC)cc1)C(C)c1cccs1 (stereo not given)	3
2	-2	-7	0	-13	3[fluorescence artefact?]	5	1	Cc1sc(NC(=O)CSc2nnc(COc3ccccc3)n2C)c(C#N)c1C	1
1	-1	-13	2	-4	1	-5	-12	COc1cc(-c2nc3cnccn3c2Nc2ccccc2)ccc1O	30
-6	-1	5	-3	-19	5	-5	-15	O=C(CSCc1ccc(Cl)cc1)Nc1cccc(C(=O)Nc2ccccc2C(=O)O)c1	2
4	0	6	2	-5	1[fluorescence artefact?]	7	7	C=C(C(=O)c1ccccc1)C(C)CC(=O)c1ccccc1 (stereo not given)	1
1	-2	0	-6	-9	7	11	7	CC(C)C(NC(=O)c1ccccc1Cl)C(=O)OCc1nc2scc(-c3ccccc3Cl)c2c(=O)[nH]1 (stereo not given)	5
0	2	-1	1	3	-7	5	0	CC(C)C(=O)Nc1ncc(Cc2cccc(Cl)c2)s1	12
0	-2	x	0	x	x	x	x	CCOc1ccc(-n2nnc3c(=O)n(CC(=O)c4ccccc4)cnc32)cc1	0
2	2	-1	-2	-7	15	10	2	CC(C)CC(c1nnnn1C(C)(C)C)N1CCN(Cc2ccccc2)CC1 (stereo not given)	26
0	-3	-13	2	-3	-5	-1	-6	COc1ccc(C2SCC(=O)N2c2nc3ccccc3s2)cc1 (stereo not given)	16
0	1	-1	-3	-9	-3[fluorescence artefact?]	8	6	O=C1Cc2ccccc2Sc2ccc(O)cc21	0
-11	0	0	-2	-4	2	4	-39	COc1ccc2nc(SCc3ccccc3C)nc(C)c2c1	0
22	0	-1	8	13	5[fluorescence artefact?]	7	-2	CCNC(=O)/C(C#N)=C/c1c(N(Cc2ccccc2)Cc2ccccc2)nc2ccccn2c1=O	3
1	-1	-5	-2	0	-5	7	-4	CC1CCCC(NC(=O)COC(=O)/C=C/c2ccc(S(=O)(=O)N3CCOCC3)cc2)C1C (stereo not given)	14
2	2	-3	-1	x	-8	4	-2	COC(=O)c1cccnc1NC(=S)NC1CCCCC1	-10
-5	0	17	10	0	7	16	12	Cc1cc(-c2csc(N)n2)c(C)n1-c1ccc(Cl)c(Cl)c1	0
-2	19*	11	0	-4	-8	4	-7	FC(F)(F)c1ccc(NC(=S)NCc2ccccc2)cc1	17
-1	7	-5	-2	-19	2	10	2	FC(F)(F)c1cccc(N2Cc3ccccc3C2)c1	2

Ordered by molar mass (smallest number first): four of the compounds above.
Runt-SMMHC FRET	Wee1 stabilizer	thrombin 1536	Runt-CBFb FRET	KLK5 inh	14-3-3 Bad inh	FXIIa inh	FXIa inh 1536	structure	Hck Nef HTS
2	1	-7	2	-7	-9	7	-4	COCCN(C(=S)Nc1ccc(OC)cc1)C(C)c1cccs1 (stereo not given)	3
0	-2	x	0	x	x	x	x	CCOc1ccc(-n2nnc3c(=O)n(CC(=O)c4ccccc4)cnc32)cc1	0
2	-2	-7	0	-13	3[fluorescence artefact?]	5	1	Cc1sc(NC(=O)CSc2nnc(COc3ccccc3)n2C)c(C#N)c1C	1
4	-3	2	x	0	2	15	4	O=C(NCC1CCCO1)C(c1cccnc1)N(C(=O)Cc1cccs1)c1cccnc1 (stereo not given)	-1

Assay outcomes deposited in PubChem by several laboratories.
